# Compound activity as filed in PubChem BioAssay.
# KDM4E inh: JMJD2E (human) inhibition | JMJD2E catalytic domain, FDH-coupled NADH fluorescence (FDH is formaldehyde dehydrogenase) | 1.6% of 230,000 active | AID 2147 | Potency, µM (highest dose often 57.1 µM), inactives show at the top dose activity change, negative = inhibition, usual class: inhibitors | B2RXH2; active means well fitted inhibition curve with a large enough effect, not every such curve was filed as active; inconclusive means small, poorly fitted or top-dose-only effect, or another doubt; inactive means no such curve, though single readings can be large or run the other way;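 further: 0% = wells with enzyme and -100% = buffer wells without enzyme; nearly all actives have a fitted effect of over 50% in size; many of its hits are not listed in these tables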
# Tau fibril ThT: tau fibrillization inhibition (ThT binding) | Potency, µM (series often up to 57.4 µM), inactives show at the highest dose activity, negative = inhibition, actives largely listed as inhibitors | P10636 | 2.1% of 270,000 active | recombinant tau K18 P301L, heparin-induced fibrillization, ThT fluorescence; further: on the % scale 0 is the no-effect control and ±100 the full control effect; nearly all actives have a fitted effect of over 55% in size
# Target sequence (P10636 561-689 P618L limits assumed): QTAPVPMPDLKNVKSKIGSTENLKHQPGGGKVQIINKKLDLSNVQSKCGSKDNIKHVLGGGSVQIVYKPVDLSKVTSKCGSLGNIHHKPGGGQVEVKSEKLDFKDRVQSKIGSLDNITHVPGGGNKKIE
#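 Using a mix of unlabeled (15 uM) and Alexa 594-labeled (0.24 uM) tau K18 P301L, heparin-triggered fibrillization over 6 hr at 37 C was scored by ThT fluorescence.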
# LMNA splice mod: modulators of lamin A splicing; HeLa LMNA splicing GFP/RFP minigene ratio, 48 h; Potency, µM (titrated, usually from 46.1 µM), inactives show at the top dose ratio change, negative = inhibition, hits mostly inhibitors; 0.01% of 200,000 active; AID 1487; active means well fitted inhibition curve with a large enough effect in the signal ratio, with a control signal flat, not every such curve was filed as active; inconclusive means small, poorly fitted or top-dose-only effect, or effect the other way, or a change in a side signal; the % refers to the signal ratio; further: on the % scale 0 is the no-effect control and ±100 the full control effect
#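 S3 HeLa cells stably expressing lamin A-EGFP splicing minigene plus DsRed2, 600 cells/well, 48 h compound exposure at 37C. Laser-scanning cytometry; analysed as GFP (500-530 nm)/RFP (575-640 nm) total intensity ratio; 0.5% DMSO vehicle.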
# SMN2 splice enh: increases expression of the SMN2 splice variant. HEK293 SMN2-luciferase splicing reporter, luminescence, 30-36 h. Potency, µM (doses to about 46.1 µM), for inactives: at the top dose activity change, positive = activation, usual class: activators. AID 1458. 2.8% of 210,000 active; further: % of control where 0% means no effect; nearly all actives have a fitted effect of over 55% in size
#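 HEK293 cells carry an SMN2 […]–luciferase reporter in which exon 7 inclusion puts luciferase in frame. Cells were plated 10-12 h before compound addition, then incubated 30-36 h at 37C. ONE-Glo luminescence was read; sodium butyrate at 4.5 mM final served as control.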
# L3MBTL1 block: inhibitors of human L3MBTL1 | Q9Y468 | AlphaScreen L3MBTL1–H3K9me1 peptide binding | Potency, µM (top dose mostly 57.1 µM), for inactives: top-dose activity, negative = inhibition, actives largely listed as inhibitors | 0.66% of 230,000 active; further: on the % scale 0 is the no-effect control and ±100 the full control effect; nearly all actives have a fitted effect of over 60% in size
# Target sequence (Q9Y468 whole entry, looked up): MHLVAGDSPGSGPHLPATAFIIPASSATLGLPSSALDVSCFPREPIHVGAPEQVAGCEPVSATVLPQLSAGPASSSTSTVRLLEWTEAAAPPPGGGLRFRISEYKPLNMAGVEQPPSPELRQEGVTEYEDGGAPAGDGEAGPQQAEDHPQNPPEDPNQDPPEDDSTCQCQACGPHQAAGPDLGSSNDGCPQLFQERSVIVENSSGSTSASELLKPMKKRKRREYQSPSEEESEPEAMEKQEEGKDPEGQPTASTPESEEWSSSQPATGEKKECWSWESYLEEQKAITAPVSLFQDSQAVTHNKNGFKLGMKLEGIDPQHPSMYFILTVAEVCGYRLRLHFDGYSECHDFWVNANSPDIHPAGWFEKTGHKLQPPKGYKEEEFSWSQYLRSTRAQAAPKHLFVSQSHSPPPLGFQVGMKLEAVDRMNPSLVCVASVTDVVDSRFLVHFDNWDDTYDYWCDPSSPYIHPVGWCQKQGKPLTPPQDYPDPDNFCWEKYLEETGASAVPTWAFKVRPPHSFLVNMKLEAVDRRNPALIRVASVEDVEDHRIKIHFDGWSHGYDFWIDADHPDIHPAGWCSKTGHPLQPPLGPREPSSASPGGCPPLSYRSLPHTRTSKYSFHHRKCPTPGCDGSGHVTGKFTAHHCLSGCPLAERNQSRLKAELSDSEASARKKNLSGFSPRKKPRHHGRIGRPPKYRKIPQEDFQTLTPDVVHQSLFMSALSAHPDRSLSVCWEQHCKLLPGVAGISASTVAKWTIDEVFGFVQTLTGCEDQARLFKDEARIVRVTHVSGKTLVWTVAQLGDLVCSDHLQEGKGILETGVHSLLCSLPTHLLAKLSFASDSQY
#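 AlphaScreen assay: L3MBTL1 (50 nM final) was preincubated 30 min at room temperature with biotinylated H3(1-15)K9me1 peptide (75 nM final), then 30 min with library compounds; streptavidin donor and nickel chelate acceptor beads (10 ug/mL final) added, 30 min dark.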
# RECQ1 inh: RECQ1 (human) helicase inhibition; P46063; RECQ1 DNA unwinding, red fluorescence kinetic read; Potency, µM (doses to about 57.3 µM), without a hit: at the highest dose activity, negative = inhibition, hits mostly inhibitors; 0.54% of 240,000 active;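 further: plate controls were vehicle for no effect and no enzyme for full effect; nearly all actives have a fitted effect of over 30% in size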
#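 50 nM RECQ1T1 preincubated 15 min with compound in Tris pH 8.0 buffer with MgCl2, DTT, Tween-20 and 2.5 ug/ml poly(dI-dC); started with 200 nM TAMRA/BHQ-2 forked duplex and 2 mM ATP. Unwinding read as fluorescence (525/598 nm), two reads 2 h apart.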
# Luc counter: Kinase-Glo luciferase inhibition (counter-screen) | Q27757 | Kinase-Glo luciferase, ATP luminescence, 8 min | Potency, µM (titrated, usually from 38.3 µM), for inactives: at the highest dose activity change, negative = inhibition, most hits filed as inhibitors | 0.28% of 200,000 active | AID 1379; further: on the % scale 0 is the no-effect control and ±100 the full control effect; nearly all actives have a fitted effect of over 60% in size
#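 Substrate mix (final 50 mM imidazole pH 7.2, 50 mM KCl, 7 mM MgCl2, 10 uM ATP, 0.01% Tween 20, 0.05% BSA) plus pin-tool compound, then Kinase-Glo detection mix; 8 min ambient, luminescence read.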
# ALDH1A1 block: ALDH1A1 (human) enzyme inhibition; P00352; Purified ALDH1A1, NADH fluorescence, propionaldehyde substrate; Potency, µM (highest dose often 75.3 µM), for the others: at the highest dose activity, negative = inhibition, hits mostly inhibitors; 7.3% of 220,000 active; AID 1030; active means well fitted inhibition curve with a large enough effect, not every such curve was filed as active; inconclusive means small, poorly fitted or top-dose-only effect, or another doubt; inactive means no such curve, though single readings can be large or run the other way;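 further: plate controls were no enzyme wells and a reference inhibitor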
# * hit, by the source's call; i = inactive; ? = inconclusive; nt = no result given; & = joins results of further samples; [ ] = remark or other dose. Unless noted, the call rests on the fitted dose curve; in most records, active means well fitted curve in the direction sought with a large enough effect; inconclusive means small, poorly fitted or top-dose-only effect, or another doubt; inactive means no such curve, though single readings can be large; an effect the other way counts as inactive or inconclusive. Potency means the concentration at half of the fitted maximal effect. The list is partial; count on the stated rates, not on these rows.
SMILES,KDM4E inh,Tau fibril ThT,LMNA splice mod,SMN2 splice enh,L3MBTL1 block,RECQ1 inh,Luc counter,ALDH1A1 block
CC1Oc2ccccc2N(CC(=O)c2ccccc2)C1=O (stereo unspecified),-20%,-2%,14%,-4%,43%[activator],-8%,-2%,?
CCOc1ccccc1-n1c(SCC(=O)NCc2ccco2)nnc1-c1ccncc1,-7%,-16%,-4%,-8%,21%[11.4 µM],-1%,-1%,?
CC(=O)c1c(C)oc2ccc(N(C(=O)C3CCCCC3)S(=O)(=O)c3cc([N+](=O)[O-])ccc3C)cc12,0%,-13%,-2%,nt,8%,-5%,nt,12%
COc1ccc(S(=O)(=O)N(C)CC(=O)N2CCOCC2)cc1Cl,7%,3%,2%,-6%,nt,-17%,4%,3%
O=C1[C@@H]2C(c3cccnc3)=NO[C@@H]2C(=O)N1c1ccc2ccccc2c1,-16%,?,nt,nt,2%,i,nt,1.6µM*
N#CC1=C(N)Oc2n[nH]c(-c3cccs3)c2C1C1CCCCC1 (stereo unspecified),?,-17%,?,7%,nt,i,0%,-8%
COc1cc(C#N)ccc1OCC(=O)NCc1cccs1,-3%,3%,14%[46 µM],4%,-3%,-3%,1%,4%
CCc1ccccc1OCC(=O)Nc1nc(-c2cccnc2)cs1,?,-4%,nt,-43%[inhibitor],?,i,-1%,2%
Cc1cc(C(=O)O)c(CCCN)s1,-2%,5%,-2%,0%,10%,-2%,-5%,2%
COc1cc(C(=O)Nc2cc(C)cc(C)c2)c(-n2cnnn2)cc1OC,4%,-1%,nt,nt,14%,i,-1%,8%
O=C(/C=C/c1ccccc1)N1CCN(c2ccc([N+](=O)[O-])c(N3CCOCC3)c2)CC1,10%,?,?,-16%,-6%,i,1%,?
COc1ccc(Nc2ncc(C(=O)N3CCN(c4ccccc4OC)CC3)c3ccccc23)cc1,-5%,?,15%,-20%&-33%,0%,-13%,-2%,?
COc1ccc(N2CCN(C(=O)c3ccc(C)c(Cl)c3)CC2)cc1,4%,?,?,-4%,nt,-3%,-4%,?
CCCSc1nc(=O)n2cccc(C)c2n1,-12%,-7%,-1%,8%,-4%,1%,0%,-9%
O=C1/C(=C/c2ccccc2)Oc2cc(OC(=O)N3CCOCC3)ccc21,1%,-7%,?,?,-15%,i,-1%,?
O=C1ON=C(c2ccc(Cl)cc2)/C1=C/c1ccc(O)cc1,?,?,?,0%,nt,-4%,1%,13µM*
CC(C)CC[n+]1ccn(C2=C([O-])c3ccccc3C(=O)/C2=N\S(=O)(=O)c2ccccc2)c1,-1%,?,?,-39%[inhibitor],-6%,-18%,-6%,8.9µM*
Clc1cccc(CSC2=NCCCN2)c1,-6%,-3%,-9%,27%,59%[activator],10%,1%,-4%
COc1c(Br)cc([N+](=O)[O-])c(OC)c1C(=O)NC(=O)Nc1nc(C)cc(C)n1,-18%,-9%,nt,nt,47%[activator],-2%,nt,-4%
O=C(Oc1ccc(Cl)c2cccnc12)C12CC3CC(CC(C3)C1)C2,-2%,-12%,-17%,0%,-1%,-11%,0%,9%
O=C(O)CCCC(=O)NCCc1ccncc1,-2%,-2%,9%,5%,8%[11.4 µM],-8%,1%,6%
CCNCC(=O)N1c2ccccc2CCc2ccc(NC(C)=O)cc21,1%,1%,-3%,5%,?,5%,1%,-3%
COc1ccc(-n2cnc3c(sc4nccc(N(C)C)c43)c2=O)cc1,?,-3%,7%,22%,-25%[11.4 µM],i,3%,?
Cc1ccc(NC(=O)COC(=O)c2ccc(F)cc2Cl)c(Br)c1,13%,-4%,7%[46 µM],-2%,5%,-6%,3%,5%

# 3 of the compounds above, with values under each structure.
# Order of values – KDM4E inh | Tau fibril ThT | LMNA splice mod | SMN2 splice enh | L3MBTL1 block | RECQ1 inh | Luc counter | ALDH1A1 block
O=C(Oc1ccc(Cl)c2cccnc12)C12CC3CC(CC(C3)C1)C2
    -2% | -12% | -17% | 0% | -1% | -11% | 0% | 9%
O=C(O)CCCC(=O)NCCc1ccncc1
    -2% | -2% | 9% | 5% | 8%[11.4 µM] | -8% | 1% | 6%
CCNCC(=O)N1c2ccccc2CCc2ccc(NC(C)=O)cc21
    1% | 1% | -3% | 5% | ? | 5% | 1% | -3%

# The list goes on:
SMILES,KDM4E inh,Tau fibril ThT,LMNA splice mod,SMN2 splice enh,L3MBTL1 block,RECQ1 inh,Luc counter,ALDH1A1 block
Cc1nn(C)cc1CNC(=O)c1ccc(F)cc1,-2%,7%,-7%,4%,-2%,8%,2%,5%
CCOC(=O)c1c(NC(=O)CN2C(=O)NC3(CCC(CC)CC3)C2=O)sc(C)c1-c1ccc(C)cc1 (stereo unspecified),-5%,6%,-16%,-4%,-4%,1%,2%,-7%
O=C(N/N=C/c1ccncc1)NC12CC3CC(CC(C3)C1)C2,8%,-5%,nt,nt,-4%,-1%,nt,nt
NC(=O)c1c(/N=C/c2cccs2)sc2c1CCCC2,-1%,2.2µM*,nt,nt,-2%,7%,nt,nt
O=C(OCc1cc2ccccc2[nH]c1=O)c1ccccn1,?,-7%,6%,-1%,3%,0%,-5%,?
CC(=O)N1CCN(c2ccc(NCc3ccc(F)cc3)cc2)CC1,?,25µM*,1%,-32%[inhibitor],-9%,-14%,-5%,-14%
CC(C(=O)NC1CCCc2ccccc21)N1CCN(Cc2ccc3c(c2)OCO3)CC1 (stereo unspecified),5%,8%,?,-19%,-3%,-6%,2%,6.3µM*
CCOC(=O)c1ccc(NC(=S)NCCCN2CCCC2=O)cc1,4%,?,nt,nt,-21%,-7%,-2%,0.032µM*
CC1(NC(=O)N2CCCCC2)CCS(=O)(=O)C1 (stereo unspecified),0%,-14%,-1%,-2%,-2%,i,13%,13%
COc1ccc(OC)c2c(C)cc(N3CCCN(C)CC3)nc12,?,-13%,3%,-11%,-1%,i,1%,?
COC(=O)Nc1nc2ccc(Br)cc2s1,-17%,-4%,28%[46 µM],26%,-3%,-6%,-3%,1%
O=C(C1CCCN(Cc2nc(-c3ccc(Cl)cc3)no2)C1)N1CCOCC1 (stereo unspecified),17%,-2%,?,nt,2%,-6%,-9%,9%
CC1Cc2ccccc2N1C(=O)CSCC(=O)O (stereo unspecified),1%,1%,9%,9%,5%,0%,0%,-7%
CCOC(=O)C1(CCOc2ccccc2)CCN(Cc2cccs2)CC1,6%,-8%,nt,nt,6%,-7%,2%,-12%
COc1ccc(-n2c(Cc3cccn3C)nnc2SCC(=O)N2CCOCC2)cc1,0%,-2%,-7%,-15%,1%,-4%,1%,10%
COc1ccc(CNC(=O)COC(=O)CCc2c[nH]c3ccccc23)cc1,-7%,-12%,?,0%,nt,i,-1%,?
Cc1ccc(-c2n[nH]c(=O)c3ccccc23)cc1S(=O)(=O)NCCN1CCOCC1,8%,-2%,6%,-9%,-8%,-4%,1%,2%
CCN(Cc1ccccc1)S(=O)(=O)c1ccc(S(=O)(=O)N2CCN(CCC#N)CC2)cc1,2%,-7%,-7%,-24%,5%,-1%,-2%,?
O=C(OC1CSc2nc3ccccc3n2C1)c1ccco1 (stereo unspecified),9%,3%,-5%,31%,4%,i,0%,6%
COc1ccc(NC(=O)CCOc2ccccc2)cc1,-13%,?,5%,?,2%,i,-1%,?
CCOC(=O)Nc1sc(C)nc1-c1ccccc1,-4%,-1%,1%,-3%,5%,i,2%,8%
O=C(CN1C(=O)c2ccccc2C1=O)Nc1nc(-c2cccc([N+](=O)[O-])c2)cs1,-5%,-12%,2%,-20%,nt,-13%,0%,-2%
Cc1cccc(N2CCN(c3ccc(C(N)=O)cc3[N+](=O)[O-])CC2)c1C,5%,2%,nt,16%,-2%,24%,-1%,-1%
CC(=O)Nc1cc(NC(C)=O)c(CC(C)C)s1,5%,0%,0%,23%,nt,10%,3%,9%
COc1ccc(/C=C/C(=O)OCC(=O)Nc2ccc(S(N)(=O)=O)cc2)cc1OC,?,-11%,nt,-5%,-3%,4%,1%,?
CSCCC(NC(=O)C12CC3CC(CC(C3)C1)C2)C(=O)OCC(=O)c1ccc(C)cc1 (stereo unspecified),2%,-4%,-17%,-1%,-6%,-3%,0%,8%
c1ccc(-n2ncc3c(NCC4CCCO4)ncnc32)cc1 (stereo unspecified),?,-17%,10%,-1%,-6%,-13%,-3%,?
CC1(C)C(=O)C=C[C@]2(C)C1CC(=O)[C@]1(C)C2CC[C@@]2(C)C(c3ccoc3)OC(=O)C3O[C@@]321 (stereo partly specified),-2%,?,nt,-14%,nt,9%,0%,-10%
Cc1ccccc1-n1c(-c2csc(C)c2C)n[nH]c1=S,-20%,-11%,-2%,-9%,-7%,1%,-6%,?
COC(=O)c1ccc(/C=N\NC(=O)CC(=O)NCCc2ccccc2)cc1,0%,-12%,2%[46 µM],-10%,-4%,i,-4%,-2%
COc1cc(C)nc(Oc2ccc(OCCOc3ccccc3)nn2)n1,-8%,4%,?,2%,7%,-5%,-3%,7%
Cc1ccccc1OCC(=O)NN1CCN(C)CC1,-2%,-1%,-8%,10%,8%,-9%,-2%,16%
COc1ccc(Cn2c(C)c(C)c(C#N)c2NC(=O)Nc2cccc(C)c2)cc1,3%,-20%,6%,-24%,-3%,-16%,2%,4%
COc1cnc(SCCC(F)=C(F)F)[nH]c1=O,-2%,-7%,11%[46 µM],nt,nt,-3%,10%,2%
Cc1cc(Cl)ccc1OCCCC(=O)N/N=C/c1cccc([N+](=O)[O-])c1,4%,0%,-1%,-19%,-12%,4%,-1%,6%
COc1cc(OC)c(N(C)S(=O)(=O)c2cccc(C(=O)NC3=NCCS3)c2)cc1Cl,?,-12%,nt,nt,-4%,-8%,nt,nt
CCOC(=O)N1CCC(NC(=O)c2ccc3snnc3c2)CC1,7%,-16%,-7%,-3%,9%,-5%,2%,2%
COc1ccc(CNC(=O)CS(=O)CC(=O)O)cc1OC (stereo unspecified),4%,3%,13%[46 µM],11%,20%,0%,3%,1%
